NR2E3 ag-1 – activates human photoreceptor nuclear receptor NR2E3 | GST-NR2E3/biotin-RetCOR TR-FRET, 1536-well | 320,000 compounds, 0.12% hits | AID 2300 | inhibition of corepressor binding, % at 4.78 µM;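 active means percent inhibition above the cutoff of mean plus 3 SD of all tested compounds, set per screening campaign, cut at about 20% in these data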;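 further: 0% = DMSO wells and 100% = biotin wells as full block of FRET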
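Test system: GST-NR2E3 and biotin-RetCOR proteins | Quantity: 1.35 nM GST-tagged NR2E3 final | Medium: Tris pH 7.5 | Also added: 7 nM biotin-RetCOR | Dosing: Compound at 4.8 µM, single dose | Timing: 5 h at 4 °C | Detection: Time-resolved FRET | Read-out basis: Percent inhibition | Benchmarks: Biotin wells as high control, 0.6% DMSO wells as low control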
Peg3 prom inh – inhibitors of Peg3 promoter; 360,000 compounds, 1.7% hits; AID 588405; HeLa PEG-Prom luciferase reporter, luminescence, overnight; inhibition, % at 20 µM;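 active means inhibition of at least 50% at 20 µM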
H9c2 protect – myocardial damage modulation in H9c2 cells | H9c2 cardiomyocytes, H2O2 injury protection, ATPLite, 2 h | protection from H2O2 cell death, % at 20 µM | 360,000 compounds, 0.63% hits;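 active means compounds giving at least 50% protection of heart cells from peroxide-induced death in the single-dose screen, raw or plate-pattern-corrected value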;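 further: 0% = DMSO wells with peroxide and 100% = DMSO wells without peroxide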
HIF-2a block – blocks HIF-2a reporter activity; 360,000 compounds, 0.72% hits; inhibition, % at 18.8 µM; 786-0 RCC cells HIF-2a reporter, luciferase luminescence, overnight;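 active means inhibition of the luminescence signal of 40% or more relative to plate controls, in a single-dose primary screen at 18.75 µM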
m5-HT2A agonist – activates the mouse 5-HT2A serotonin receptor. P35363. CHO-K1 mHTR2A beta-arrestin complementation, luminescence; percent of 30 µM serotonin response. activation, % at 7.6 µM. 360,000 compounds, 0.66% hits. AID 624169;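 active means activation above a run cutoff, the mean activation of all tested compounds plus 3 SD, cut at about 14% in these data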;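 further: 0% = plate median of compound wells and 100% = 30 µM serotonin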
Target sequence (P35363 whole entry, looked up): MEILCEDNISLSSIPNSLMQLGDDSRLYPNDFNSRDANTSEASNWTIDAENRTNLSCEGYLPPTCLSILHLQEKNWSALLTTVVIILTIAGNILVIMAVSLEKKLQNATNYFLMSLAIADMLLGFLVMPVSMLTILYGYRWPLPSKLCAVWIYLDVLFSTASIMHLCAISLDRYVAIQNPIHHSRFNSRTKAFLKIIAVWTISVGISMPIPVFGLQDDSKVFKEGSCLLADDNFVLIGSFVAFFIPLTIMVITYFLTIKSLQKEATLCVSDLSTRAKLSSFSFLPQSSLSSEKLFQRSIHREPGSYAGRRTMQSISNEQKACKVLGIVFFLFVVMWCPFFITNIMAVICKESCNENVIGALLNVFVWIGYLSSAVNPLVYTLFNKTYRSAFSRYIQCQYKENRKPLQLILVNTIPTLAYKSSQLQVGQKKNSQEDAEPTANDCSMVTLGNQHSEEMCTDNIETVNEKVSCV
CaV13 ICDI inh – Disruptors of the CACNA1D IQ motif to Ca2+-dependent inactivation inhibitor domain association, primary screening, Förster resonance energy transfer in intact living …. AID 743397. 340,000 compounds, 0.098% hits. HEK cells, CFP/YFP FRET ICDI-IQ, plate reader, 10 min; percent FRET-ratio fall versus neutral wells. inhibition, % at 12.3 µM;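 active means mean replicate inhibition of at least 30% and at least 1% of replicates passing that level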;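 further: 0% = median of the neutral control wells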
MITF TRPM1 inh – MITF TRPM1 promoter inhibition in SK-MEL-5 cells | SK-MEL-5 TRPM1 promoter luciferase, 24 h | AID 488899 | inhibition, % at 12.5 µM | 330,000 compounds, 0.83% hits;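 active means mean inhibition across replicates of 60% or more, whatever share of single replicates reaches that level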; further: values of inactives mirror those of a sister screen read the other way
iPSC survival up – hiPSC single-cell survival enhancement; ATPlite luminescence; 100% = ROCK inhibitor wells, 0% = DMSO; survival enhancement, % at 20 µM; 360,000 compounds, 0.044% hits; AID 602274; in the data active means survival enhancement above about 18%;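 further: cells exposed to compounds for 16 hours before the ATP read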
Shn3 inh set2 – reduces Shn3 3'UTR luciferase signal in osteoblasts | 360,000 compounds, 0.52% hits | AID 588674 | inhibition, % at 12.5 µM | Clone20 osteoblast Shn3 3'UTR firefly luciferase, 24 h;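 active means mean inhibition of at least 75% with every replicate also reaching 75%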;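 further: 0% = median of neutral control wells and 100% = pilot-screen positive control compound; some compounds past the cut are filed as inactive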
NR2E3 ag-2 – activates human NR2E3 receptor | Q9Y5X4 | CHO-S Gal4-NCOR/VP16-NR2E3 two-hybrid, luciferase | inhibition of corepressor binding, % at 3.98 µM | 360,000 compounds, 0.35% hits | AID 602229;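 active means inhibition above the mean of all tested compounds plus 3 SD, cut at about 70% in these data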;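 further: 0% = DMSO with NR2E3 transfected cells and 100% = cells lacking NR2E3 construct; higher means lower luciferase signal from less NR2E3 corepressor binding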
PDI inh – PDI (human) enzyme inhibition. 350,000 compounds, 0.052% hits. P07237. PDI insulin aggregation turbidity, A650, 90 min. inhibition, % at 10 µM;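 active means mean inhibition across replicates of 30% or more, whatever share of single replicates reach that level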;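 further: absorbance from insulin aggregation driven by PDI reduction with DTT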
Target sequence (P07237 whole entry, looked up): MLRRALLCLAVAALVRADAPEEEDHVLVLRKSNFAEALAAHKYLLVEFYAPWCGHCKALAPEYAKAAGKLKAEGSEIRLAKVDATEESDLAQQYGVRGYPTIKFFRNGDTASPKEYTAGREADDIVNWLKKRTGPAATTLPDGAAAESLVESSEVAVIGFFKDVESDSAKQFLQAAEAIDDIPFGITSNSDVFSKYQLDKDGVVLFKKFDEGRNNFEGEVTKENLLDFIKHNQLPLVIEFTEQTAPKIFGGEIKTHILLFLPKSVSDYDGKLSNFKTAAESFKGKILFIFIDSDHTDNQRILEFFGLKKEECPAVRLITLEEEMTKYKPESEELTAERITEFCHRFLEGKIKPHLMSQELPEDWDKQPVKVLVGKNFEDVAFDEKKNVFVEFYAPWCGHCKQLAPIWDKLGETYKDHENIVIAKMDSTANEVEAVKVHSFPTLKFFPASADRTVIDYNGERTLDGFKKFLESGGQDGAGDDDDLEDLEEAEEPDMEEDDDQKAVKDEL
Active calls of the source: *; x = no result given.

1) COC(=O)NCC(c1ccco1)N1CCN(c2ccccc2)CC1 (centres undefined)
2) O=C(COC(=O)c1ccc(F)c(S(=O)(=O)N2CCOCC2)c1)NCCc1ccc(F)cc1
3) O=C(NCCO)C(=O)NCC(c1cccs1)S(=O)(=O)c1ccc(F)cc1 (centres undefined)
4) Cc1ccc(C)c(Cn2nnc(C(=O)Nc3ccc4c(c3)OCCO4)c2N)c1
5) Cc1cccnc1CCNC(=O)c1ccc(OC2CCN(Cc3ccccn3)CC2)cc1
6) Cc1ccccc1OC(C)C(=O)Nc1ccc2c(c1)OCCO2 (centres undefined)
7) O=C(NCC(=O)N1CCCC1)c1ccc(Br)o1
8) COC(=O)Nc1ccc(S(=O)(=O)N2CCCC(C(=O)Nc3cccc4c3OCCO4)C2)cc1 (centres undefined)

compound no.	1	2	3	4	5	6	7	8
m5-HT2A agonist	4	-2	2	2	-1	2	-4	1
PDI inh	-3	-4	2	6	0	2	4	-1
NR2E3 ag-2	21	21	-36	37	-9	-19	-11	17
CaV13 ICDI inh	-2	-4	-4	-6	-2	x	-5	-5
HIF-2a block	7	0	18	-223	19	-133	0	16
MITF TRPM1 inh	-13	9	x	-80	18	-19	-12	8
Peg3 prom inh	-11	-5	-1	-233	72*	-93	-14	2
NR2E3 ag-1	2	x	x	2	-2	0	x	1
iPSC survival up	-0.6	-0.2	-2.3	-0.4	-0.2	1.0	4.1	1.6
H9c2 protect	5	1	0	-21	1	-4	11	0
Shn3 inh set2	4	-3	1	-53	13	1	2	12

9) COCCCNC(=O)c1cc2cc([N+](=O)[O-])cc(OC)c2oc1=O
10) Cc1ccc(S(=O)(=O)CC(CN2CCCCC2)N2CCCCC2)cc1 (centres undefined)
11) CCC(C)[C@H](NC(=O)NCc1ccccc1Cl)C(=O)OC (some centres undefined)
12) O=C(CCCOc1ccccc1)NCC1CCCO1 (centres undefined)
13) COc1ccc(CCNC(=O)COC(=O)COc2c(C)cc(C)cc2C)cc1OC
14) CC1(C)CC(=O)C2=C(C1)OC(N)=C(C#N)C21CCC2(CC1)OCCO2
15) Cn1c(=O)cc(SCC(=O)Nc2ccc3c(c2)OCO3)c2ccccc21
16) N=c1c2c3c(sc2nc2n1CCC2)CCCC3

compound no.	9	10	11	12	13	14	15	16
m5-HT2A agonist	-1	3	4	-2	10	3	7	2
PDI inh	-4	-2	0	4	-3	-4	2	-4
NR2E3 ag-2	10	26	6	-29	-21	-10	6	-22
CaV13 ICDI inh	-5	-20	-7	-8	-8	x	-4	-3
HIF-2a block	9	1	12	-36	18	7	-12	19
MITF TRPM1 inh	7	69*	-2	-28	6	-9	-9	2
Peg3 prom inh	1	-93	10	-35	0	-1	-12	13
NR2E3 ag-1	4	x	1	1	1	2	-2	3
iPSC survival up	-0.3	-5.2	-1.5	2.5	-0.3	-0.2	0.4	-2.1
H9c2 protect	6	3	1	1	2	-1	29	0
Shn3 inh set2	-1	-16	3	1	-7	8	17	-18

17) Cc1ccccc1N(C(=O)c1csnn1)C(C(=O)NC(C)(C)C)c1ccncc1 (centres undefined)
18) O=C(Nc1nnc(-c2ccccc2)o1)c1cccc(N2C(=O)CCC2=O)c1
19) CC(/C=C1\SC(=S)N(CCC(=O)Nc2ccccc2O)C1=O)=C\c1ccccc1
20) Nc1nc(N2CCCCC2)nc(N2CCCCC2)n1
21) CC(OC(=O)COc1ccccc1Cc1ccccc1)C(=O)N(C)c1ccccc1 (centres undefined)
22) NC(=O)c1ccccc1NC(=O)Nc1cccc2ccccc12
23) COc1cccc(C(=O)NCCS(=O)(=O)NCc2ccc3c(c2)OCO3)c1
24) Cc1nc(=O)c(-c2ccccc2)c(C)n1CCCO

compound no.	17	18	19	20	21	22	23	24
m5-HT2A agonist	0	-2	-4	-1	0	1	-6	1
PDI inh	-4	9	-6	2	-5	-7	-4	-23
NR2E3 ag-2	2	-5	-19	-12	3	-20	-30	-2
CaV13 ICDI inh	-11	-4	-3	x	-14	17	-6	-4
HIF-2a block	3	18	3	16	-2	7	6	18
MITF TRPM1 inh	3	-1	26	8	-3	-9	-5	-1
Peg3 prom inh	-2	3	25	10	17	11	19	-3
NR2E3 ag-1	1	2	1	-1	1	0	5	2
iPSC survival up	0.0	6.2	-0.2	0.2	-0.4	8.7	-0.5	-1.1
H9c2 protect	4	4	-1	-4	-13	2	-4	-1
Shn3 inh set2	7	-4	18	13	-1	-2	4	3

Continued, overlapping the part above by 4 compounds.
21) CC(OC(=O)COc1ccccc1Cc1ccccc1)C(=O)N(C)c1ccccc1 (centres undefined)
22) NC(=O)c1ccccc1NC(=O)Nc1cccc2ccccc12
23) COc1cccc(C(=O)NCCS(=O)(=O)NCc2ccc3c(c2)OCO3)c1
24) Cc1nc(=O)c(-c2ccccc2)c(C)n1CCCO
25) CC(C)C(=O)Nc1ccc(-c2ccc3nncn3n2)cc1
26) CC1CCN(CCc2nc3cc(NC(=O)COc4ccc(Cl)cc4)ccc3n2C)CC1
27) COC(=O)c1cnc(Nc2nc(C(N)Cc3ccccc3)cs2)nc1C(F)(F)F (centres undefined)
28) CCc1ccc(-c2ccc(SCc3ccccn3)nn2)cc1
29) Nc1c(C(=O)O)sc2nc(-c3ccccc3)c3c(c12)CCCC3
30) COc1ccc(C(C)=O)cc1COC(=O)C1CCN(C(=O)c2ccc(Cl)cc2)CC1
31) COC(=O)c1cc(NC(=O)CN(c2ccc(OC)cc2)S(=O)(=O)c2ccc(F)cc2)ccc1Cl
32) COc1ccc(N/C=C\C(=O)c2ccc3ccccc3c2)cc1

compound no.	21	22	23	24	25	26	27	28	29	30	31	32
m5-HT2A agonist	0	1	-6	1	0	-7	0	-4	-2	-8	-7	-1
PDI inh	-5	-7	-4	-23	6	2	4	5	0	-1	15	4
NR2E3 ag-2	3	-20	-30	-2	0	4	-23	-102	-22	4	-1	-14
CaV13 ICDI inh	-14	17	-6	-4	-2	-14	-5	-2	-7	-2	-7	-5
HIF-2a block	-2	7	6	18	-19	14	-15	-256	14	3	14	-204
MITF TRPM1 inh	-3	-9	-5	-1	-38	23	x	-71	3	7	-3	-87
Peg3 prom inh	17	11	19	-3	-51	25	52*	-241	4	-4	12	-185
NR2E3 ag-1	1	0	5	2	-2	0	x	-1	7	x	x	0
iPSC survival up	-0.4	8.7	-0.5	-1.1	-0.7	-0.6	-0.3	1.0	-2.1	-1.9	-3.1	-0.8
H9c2 protect	-13	2	-4	-1	10	-10	4	-5	0	-3	12	-6
Shn3 inh set2	-1	-2	4	3	x	11	-12	-85	-19	-2	16	-97

33) CCN(CC)C(=O)CSc1nnc([C@@H](N)C(C)C)o1
34) CCOC(=O)N1CCN(c2c(NCCCN(CC)c3cccc(C)c3)c(=O)c2=O)CC1
35) C[C@H]1CN=C(Nc2ccccc2)N1CCc1ccc(F)cc1
36) COc1cccc(N2CC(C(=O)Nc3nnc(SCCN4CCOCC4)s3)CC2=O)c1 (centres undefined)
37) CN(C(=O)COC(=O)CNC(=O)c1ccc(Cl)cc1Cl)c1ccccc1
38) O=S1(=O)CCO[C@H]2Cc3ccccc3[C@H]2N1Cc1cccc(Cl)c1
39) Cn1c(-c2sccc2OCc2ccccc2)n[nH]c1=S
40) Cn1c(=O)n(C)c2cc(NC(=O)CCl)ccc21

compound no.	33	34	35	36	37	38	39	40
m5-HT2A agonist	1	-8	-7	-3	-2	-3	0	-4
PDI inh	-3	-3	-2	4	0	-5	11	-3
NR2E3 ag-2	-7	-11	24	-39	-14	11	18	7
CaV13 ICDI inh	-16	-4	-7	x	4	-6	-4	-4
HIF-2a block	5	-9	9	1	3	4	0	51*
MITF TRPM1 inh	-3	3	-3	8	-13	-7	5	29
Peg3 prom inh	-6	5	-10	13	7	22	8	-42
NR2E3 ag-1	8	-3	5	0	3	4	3	-1
iPSC survival up	0.7	1.9	-0.7	-0.3	0.6	5.9	0.1	-4.5
H9c2 protect	2	-2	0	12	9	1	-4	0
Shn3 inh set2	6	18	-3	5	3	-3	0	-21

41) CCN(C[C@H]1N[C@@](C)(C(=O)OC)[C@H]2C(=O)N(C)C(=O)[C@@H]12)S(=O)(=O)c1ccc(C)cc1
42) Cc1cc(C(=O)Nc2ccc(F)cc2)c2ccccc2n1
43) O=C(OC1CCCCC1=O)c1ccc(S(=O)(=O)Nc2ccccc2)cc1 (centres undefined)
44) Cc1nnc(SCC(=O)Nc2cccc(S(=O)(=O)N3CCCCC3)c2)s1
45) COc1cccc(C(c2nnnn2Cc2ccccc2)N2CCN(C3CCCC3)CC2)c1OC (centres undefined)
46) Cc1cc(C)c(NC(=S)N(C)C)cc1C
47) CC(=O)c1ccc(OCc2nnn(CC(=O)O)c2-c2ccccc2)cc1
48) CC1(C(=O)Nc2cccc3ccccc23)CCN1C(=O)Cc1ccccc1Cl (centres undefined)

compound no.	41	42	43	44	45	46	47	48
m5-HT2A agonist	-5	0	-2	2	-5	1	-4	-6
PDI inh	-10	4	6	-9	-1	-1	-1	-3
NR2E3 ag-2	-29	-25	1	27	1	19	26	3
CaV13 ICDI inh	-3	-18	3	-5	-6	-21	-17	-6
HIF-2a block	3	0	20	16	9	10	13	19
MITF TRPM1 inh	-14	10	4	0	4	4	x	x
Peg3 prom inh	0	10	4	13	44	1	15	24
NR2E3 ag-1	x	0	4	3	0	1	x	x
iPSC survival up	5.0	-0.8	0.4	0.0	5.5	0.0	1.7	1.8
H9c2 protect	2	2	-9	4	95*	-4	-1	-1
Shn3 inh set2	1	12	-8	-10	12	9	-3	1

Some of these compounds in order of SMILES length, highest first:
9) COCCCNC(=O)c1cc2cc([N+](=O)[O-])cc(OC)c2oc1=O
29) Nc1c(C(=O)O)sc2nc(-c3ccccc3)c3c(c12)CCCC3
35) C[C@H]1CN=C(Nc2ccccc2)N1CCc1ccc(F)cc1

compound no.	9	29	35
m5-HT2A agonist	-1	-2	-7
PDI inh	-4	0	-2
NR2E3 ag-2	10	-22	24
CaV13 ICDI inh	-5	-7	-7
HIF-2a block	9	14	9
MITF TRPM1 inh	7	3	-3
Peg3 prom inh	1	4	-10
NR2E3 ag-1	4	7	5
iPSC survival up	-0.3	-2.1	-0.7
H9c2 protect	6	0	0
Shn3 inh set2	-1	-19	-3

(next part)
49) CCN(CC)S(=O)(=O)c1cccc(-c2cn3cc(C)ccc3n2)c1
50) CCn1c(SC(C)C(=O)O)nc2sc3c(c2c1=O)CCC3 (centres undefined)
51) CC1CCc2cc(F)cc3c(O)c(C(=O)NCCN(C)C)c(=O)n1c23 (centres undefined)
52) CCc1cc2cc(C)ccc2nc1SCC(=O)Nc1cc(C)on1

compound no.	49	50	51	52
m5-HT2A agonist	0	0	-5	-2
PDI inh	11	1	16	-8
NR2E3 ag-2	-78	-60	-19	9
CaV13 ICDI inh	-5	0	-4	-4
HIF-2a block	-224	8	16	11
MITF TRPM1 inh	-62	5	3	6
Peg3 prom inh	-156	7	19	13
NR2E3 ag-1	0	2	-5	-17
iPSC survival up	-3.6	-0.6	0.0	-1.3
H9c2 protect	-18	5	6	-2
Shn3 inh set2	-39	-7	15	16

Source: PubChem (several laboratories)
